ELG1 DNA repair – ELG1-dependent DNA repair inhibition; Potency, µM (titrated, usually from 46.1 µM), for the others: top-dose activity change, negative = inhibition, most hits filed as inhibitors; HEK293T ELG1-luciferase reporter, luminescence, 16 h; DNA damage induced by 5-fluorouridine; 330,000 tested, 2.3% active; also: potency is read from the fitted curve at half-maximal effect; % is scaled to controls: 0 for no effect and ±100 for the full control effect; nearly all actives have a fitted effect of over 55% in size
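In this reporter screen, reduction of luminescence relative to DMSO vehicle indicated activity. Compounds and 5-fluorouridine were added together to 2,000 cells per well, incubated for 16 hr at 37 °C, then developed with ONE-Glo.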
Eya2 inh – Eya2 (human) phosphatase inhibition | 330,000 tested, 0.006% active | recombinant Eya2, OMFP fluorescence dephosphorylation (OMFP is methylfluorescein phosphate) | Potency, µM (titrated, usually from 76.9 µM), inactives show top-dose activity, negative = inhibition, usual class: inhibitors; also: potency is read from the fitted curve at half-maximal effect; % is scaled to controls: 0 for no effect and ±100 for the full control effect
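Eya2 protein (added as 0.2 uM solution) was preincubated with compound for 10 min at ambient temperature in 50 mM HEPES pH 7.5, 50 mM NaCl, 5 uM MgCl2, 0.05% BSA, 1 mM DTT. OMFP (added at 50 uM) then reacted 10 min; fluorescence read at 485/525 nm.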
Mito fusion act – mitochondrial division inhibition or fusion activation | S. cerevisiae fusion-defective mutant growth rescue, CellTiterGlo 48 h | Potency, µM (titrated, usually from 46.1 µM), without a hit: at the highest dose growth rescue (activation), actives largely listed as activators | AID 485298 | 320,000 tested, 0.23% active;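 also: potency is read from the fitted curve at half-maximal effect; % of control where 0% means no effect; nearly all actives have a fitted effect of over 45% in size; temperature-sensitive fusion mutants such as fzo1-1 at 37 °C on non-fermentable ethanol glycerol medium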
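Luminescent cell viability in 1536-well qHTS format served as the measure of rescued growth in ts fusion-mutant S. cerevisiae cultured on non-fermentable YPEG for 48 hours at 37C.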
Chronic BCR inh – blocks chronic active B-cell receptor signaling. Potency, µM (doses to about 46.1 µM), for inactives: top-dose ratio change, negative = lower green/red ratio, hits mostly inhibitors. AID 493014. 340,000 tested, 0.05% active. ABC-DLBCL IkBa-CBG/CBR reporter, luminescence ratio, 4 h; active = well fitted inhibition curve with a large enough effect in the signal ratio, with a control signal flat, not every such curve was filed as active; inconclusive = small, poorly fitted or top-dose-only effect, or effect the other way, or a change in a side signal; the % refers to the signal ratio;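 also: potency is read from the fitted curve at half-maximal effect; plate controls were basal doxycycline-induced cells for no effect and cells given 10 µM MG132 for full effect; MG132 reads +100%, hits lower the ratio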
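TMD8 ABC-DLBCL cells carrying doxycycline-inducible green luciferase fused to IkappaBalpha plus unfused red luciferase were exposed to compounds (up to 46 uM) for 4 hrs at 37C. Activity came from the overlap-corrected green/red luminescence ratio.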
PTAP TSG101 blk – blocks PTAP/TSG101 interaction to inhibit HIV-1 budding. AID 493005. Potency, µM (titrated, usually from 115 µM), for the others: at the highest dose activity change, negative = inhibition, hits mostly inhibitors. 340,000 tested, under 10 active. Fluorescence polarization, FITC-PTAP peptide / Tsg101 binding; active = well fitted inhibition curve with a large enough effect in the main read-out, with a control signal flat, not every such curve was filed as active; inconclusive = small, poorly fitted or top-dose-only effect, or effect the other way, or a change in a side signal; inactive = no such curve, though single readings can be large or run the other way; also: potency is read from the fitted curve at half-maximal effect; % of control where 0% means no effect
Target sequence (Q99816 whole entry, looked up): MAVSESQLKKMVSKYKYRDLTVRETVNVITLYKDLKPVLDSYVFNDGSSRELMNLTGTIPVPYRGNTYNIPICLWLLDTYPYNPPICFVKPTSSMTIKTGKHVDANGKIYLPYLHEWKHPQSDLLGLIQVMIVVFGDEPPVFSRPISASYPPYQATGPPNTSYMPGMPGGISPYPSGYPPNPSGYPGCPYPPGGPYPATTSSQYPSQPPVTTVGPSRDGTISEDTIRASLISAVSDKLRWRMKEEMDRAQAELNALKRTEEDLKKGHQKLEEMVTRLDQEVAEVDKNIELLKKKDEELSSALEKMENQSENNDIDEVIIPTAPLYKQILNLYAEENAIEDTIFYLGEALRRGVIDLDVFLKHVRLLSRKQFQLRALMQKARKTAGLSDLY
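Fluorescence polarization binding of Tsg101 binding domain (10 uM final) to FITC-labeled PTAP peptide (50 nM final) in HEPES pH 7.5 buffer with NaCl, Tween 20, EDTA, TCEP. Compounds added before peptide; binding 20 min at RT.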
TCR activator – activates T cell receptor signaling; Potency, µM (top dose mostly 9.22 µM), for inactives: at the top dose activation of IL-2 secretion, hits mostly activators; primary human leukocytes, anti-CD3, IL-2 HTRF, 48 h; AID 504894; 330,000 tested, under 10 active; also: % of control where 0% means no effect
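1) Mix primary human leukocytes, a-CD3 beads and compound. 2) Incubate 48 hr. 3) Add HTRF IL-2 reagents (a-IL-2-K, a-IL-2-d2).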
TSHR antagonist – antagonists of human thyroid stimulating hormone receptor. P16473. TSHR-expressing cells, TSH-stimulated cAMP HTRF, 2 h; stronger effect = lower value. AID 504810. 330,000 tested, 0.2% active. activity change, negative = inhibition, % at 11.5 µM;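 active = activity change below a set negative limit, meaning inhibition stronger than a set level, cut at about -70% in these data; inconclusive = activity change between two set negative limits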; also: % is scaled to controls: 0 for no effect and ±100 for the full control effect
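TSHR-expressing cells were treated with compounds, then stimulated with TSH at EC80 (4nM final) for 2 hours at 37 deg C. Cellular cAMP was measured by HTRF competition between lysate cAMP and cAMP-d2 for a cryptate-labelled anti-cAMP antibody.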
A-T KAP1 phos – potential ataxia-telangiectasia treatments restoring KAP-1 phosphorylation; […] A-T fibroblasts, KAP-1 phosphorylation AlphaLISA; neocarzinostatin DNA damage 30 min before lysis; Potency, µM (highest dose often 57.5 µM), for inactives: top-dose activation, usual class: activators; 320,000 tested, 0.19% active; also: potency is read from the fitted curve at half-maximal effect; % of control where 0% means no effect; nearly all actives have a fitted effect of over 45% in size
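hTERT-immortalized A-T patient fibroblasts ([…]), 500 cells/well in OPTI-MEM, 1% FBS, got compounds for 60 min, then NCS for 30 min at 37C. Lysates were then assayed for phospho-KAP-1 by AlphaLISA (anti-pKAP1 donor, anti-KAP1 acceptor beads), 6 hr at 25C.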
S-ASM inh – inhibitors of human secretory acid sphingomyelinase; placental ASM, HMU-PC fluorogenic substrate, 60 min; 340,000 tested, 0.006% active; Potency, µM (doses to about 57.5 µM), for the others: top-dose activity change, negative = inhibition, hits mostly inhibitors; P17405; also: potency is read from the fitted curve at half-maximal effect
Target sequence (P17405 47-631 limits assumed): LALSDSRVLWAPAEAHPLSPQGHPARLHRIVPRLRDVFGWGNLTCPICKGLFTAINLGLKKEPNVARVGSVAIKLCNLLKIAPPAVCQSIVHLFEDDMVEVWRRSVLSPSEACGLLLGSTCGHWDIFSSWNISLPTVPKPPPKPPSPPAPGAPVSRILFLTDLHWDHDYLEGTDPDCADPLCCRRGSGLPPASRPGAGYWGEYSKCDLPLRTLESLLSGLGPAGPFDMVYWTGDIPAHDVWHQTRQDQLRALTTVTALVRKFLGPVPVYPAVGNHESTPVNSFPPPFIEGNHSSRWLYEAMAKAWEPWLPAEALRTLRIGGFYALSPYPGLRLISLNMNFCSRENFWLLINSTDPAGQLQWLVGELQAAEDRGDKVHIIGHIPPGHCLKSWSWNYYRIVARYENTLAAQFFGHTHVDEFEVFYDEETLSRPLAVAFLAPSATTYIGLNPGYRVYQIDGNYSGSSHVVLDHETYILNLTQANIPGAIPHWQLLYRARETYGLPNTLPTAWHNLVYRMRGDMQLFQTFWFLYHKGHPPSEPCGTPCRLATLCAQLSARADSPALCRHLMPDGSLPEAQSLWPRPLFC
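qHTS format. ASM enzyme prepared from human placenta hydrolyses the fluorogenic substrate HMU-PC0 (9 uM final) over 60 min at 37 °C after a 10 min compound preincubation.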
Tb PFK inh – inhibitors of T. brucei phosphofructokinase; AID 485367; Potency, µM (top dose mostly 57.5 µM), without a hit: at the top dose activity, negative = inhibition, hits mostly inhibitors; T. brucei PFK, ADP-Glo luminescence; 330,000 tested, 0.17% active; O15648;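 also: potency is read from the fitted curve at half-maximal effect; 0% = uninhibited 1x PFK enzyme wells and -100% = no-enzyme wells; nearly all actives have a fitted effect of over 60% in size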
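Activity is normalized to no-enzyme wells (full inhibition) and 1.25 nM enzyme wells (no inhibition). Reaction: 0.5 mM F6P, 0.1 mM ATP, 45 min RT, ADP-Glo luminescence; concentration-response curves fitted and classed by quality.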
Integrin act MD – integrin-mediated muscular dystrophy alleviation activation. Potency, µM (doses to about 38.3 µM), inactives show top-dose activation, usual class: activators. AID 624291. alpha7betagal myoblasts, beta-gal FDG fluorescence, 48 h. 350,000 tested, 0.064% active;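 also: potency is read from the fitted curve at half-maximal effect; 100% = response of the positive control SU9516; nearly all actives have a fitted effect of over 60% in size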
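Alpha7betagal+/- myoblasts (passage 13) were plated 16-24 hr, then exposed to compounds (1:260 dilution of DMSO stock) for 48 hours at 37C. After MPER lysis, β-galactosidase reporter activity was read as FDG fluorescence (ex 480/em 540) after 30 minutes.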
An asterisk follows results filed as active; ? = inconclusive; . = no result given; & = joins results of further samples; [ ] = dose if it differs, or a comment. Unless noted, calls follow the shape of the dose curve; as a rule, active = well fitted curve in the direction sought with a large enough effect; inconclusive = small, poorly fitted or top-dose-only effect, or another doubt; inactive = no such curve, though single readings can be large; an effect the other way counts as inactive or inconclusive. Compounds were not picked by outcome; 3.2% or so of the library scored in one or more.

SMILES	ELG1 DNA repair	Eya2 inh	Mito fusion act	Chronic BCR inh	PTAP TSG101 blk	TCR activator	TSHR antagonist	A-T KAP1 phos	S-ASM inh	Tb PFK inh	Integrin act MD
COc1ccc(CNc2nc3ccccc3n2C)c(O)c1	?	-11%	-7%	?	2%	1%	1	-2%	3%	4%	-17%
O=C(Cc1cccs1)N1CCN(S(=O)(=O)c2ccc(Cl)c(C(F)(F)F)c2)CC1	3%	26%	2%	-1%	1%	-8%	-11	-2%	-2%	-7%	37%
Cc1cnc(C(=O)OCC(=O)N2c3ccccc3CC2C)cn1 (configuration not stated)	12%	5%	2%	-8%	1%	6%	4	3%	4%	-2%	-39%
O=[N+]([O-])c1ccc(-[n+]2nc(-c3ccccc3)nn2-c2ccccc2)cc1	-8%	-8%	-4%	?	0%	1%	6	-46%	-2%	-1%	3%
Cc1ccc(-c2nnc(-c3ccccc3)o2)cc1	?	-1%	-5%	?	1%	-1%[46.1 µM]	-18	21%	0%	17%	20%
Cc1cc(C)c(NC(=O)CCCN2CCOCC2)c(C)c1	10%	-13%	-9%	7%	-3%	.	-8	7%	2%	0%	1%[7.66 µM]
COc1ccccc1-c1nnc2sc(-c3cnccn3)nn12	5%	11%	1%	?	-15%	-4%	-5	-9%	1%	-25%	-7%
CCN(CC(=O)Nc1c(F)cccc1F)C(=O)C1CCN(c2ncnc3sc(C)c(C)c23)CC1	?	16%	-5%	-1%	-2%	2%	-13	-3%	4%	-6%	2%
COc1cc(N=Nc2cccc(S(N)(=O)=O)c2)c2ccccc2c1N	?	-15%	-15%	?	-1%	-3%	-12	-1%	?	-3%	0%
CCOC(=O)C1=C(C)N(c2ccccc2)C(=O)/C1=C\c1ccc(O)c(OC)c1	?	6%	0%	?	-4%	-1%	20	8%	-20%	?	24%
CCN(CC)Cc1cc(Nc2ccnc3cc(Cl)ccc23)ccc1O	-17%&-14%	16%&6%	2%&1%	?	1%&1%	-16%&-3%	5&-7	-4%&2%	-14%&-5%	-13%&-6%	.
CC1=C/C(=N\OC(=O)/C=C/c2ccccc2)C(C)=CC1=O	12%	2%	2%	-5%	-2%	-3%	12	10%	-1%	2%	-19%
CCc1noc(C)c1C(=O)Nc1nc(-c2ccccc2)cs1	?	-42%	24%	?	0%	6%	-6	6%	-4%	-4%	-24%
Clc1cccc(Cl)c1NC1=NCCC1	-4%	11%	-2%	?	-13%	1%	-8	6%	4%	2%	14%
NS(=O)(=O)c1ccc(-c2ccc(/C=C3\C(=O)Nc4ccccc43)o2)cc1	16%	-8%	0%	-8%	.	.	-14	-7%	.	-2%	.
CCOC(=O)COc1ccc(Oc2nc(C)cc(OC)n2)nn1	11%	8%	1%	-1%	-9%	-65%	-10	-4%	0%	-1%	-6%[7.66 µM]
COc1ccc(-c2c(-c3ccc(OCC(=O)NN)cc3O)n[nH]c2C)cc1	?	-1%	-1%	?	-5%	7%	-8	3%	7%	0%	-4%
O=C(O)c1cccc(N2C(=O)c3cccc(Oc4ccc(Cl)cc4)c3C2=O)c1	?	-2%	-1%	?	-1%	3%[46.1 µM]	-8	8%	-5%	-3%	-7%
O=C(NCc1ccco1)C(=O)NCC1OCCN1S(=O)(=O)c1ccccc1 (configuration not stated)	14%	-6%	0%	1%	0%	-4%	3	-5%	-1%	-2%	12%
Cc1cccc2c(=O)n3c(nc12)CCCCC3	8%	27%	1%	?	-2%	5%	-5	4%	1%	4%	-6%
CCC(=O)Nc1c(-c2ccc(C)cc2)c(=O)c2ccccc2n1C	3%	1%	-1%	0%	-3%	6%	10	2%	-1%	1%	12%
CSc1nnc2ccc(-c3ccc(C)cc3)nn12	?	8%	-6%	-19%	-7%	0%	1	-3%	10%	0%	1%
C=CCn1c(SCC(=O)N2CCc3ccccc3C2)nc2sc(C)c(C)c2c1=O	?	2%	13µM*	2%	0%	-4%[46.1 µM]	-8	-1%	-6%	3%	11%
O=C(Cc1ccccc1)NNS(=O)(=O)c1ccccc1[N+](=O)[O-]	5%	-2%	-3%	-6%	-5%	1%	-3	-2%	3%	0%	44%
C=CCN1c2ccccc2[C@]23C[C@@H](C(=O)OC)N(C(=O)C4CCC4)C2=NC(C(=O)OC)=C(C(=O)OC)[C@H]13	29%	10%	-23%	0%	-11%	5%	3	13%	1%	-7%	2%
COc1ccc(NC(=S)N(CCCN2CCN(C)CC2)Cc2cccs2)cc1	0%	2%	-6%	-2%	1%	2%[46.1 µM]	10	3%	4%	1%	-15%
Cc1ccc(S(=O)(=O)N(C)CC(=O)N2CCOCC2)cc1	5%	8%	-1%	2%	-10%	-2%	9	7%	0%	-2%	-10%
N#Cc1c(NC(=O)/C=C/C(=O)O)sc2c1CCN(Cc1ccccc1)C2	23%	13%	-33%[inhibitor]	2%	-7%	-5%	-6	11%	.	1%	9%
CCOc1ccccc1C1CC(=O)Nc2cc(OC)c(OC)c(OC)c21 (configuration not stated)	?	10%	?	?	-4%	-2%	19	-1%	0%	-3%	0%
CCCN(CCC)C(=O)Cn1c(=O)n(CCC(=O)NCCc2ccccc2)c(=O)c2ccccc21	-7%	-9%	3%	0%	-3%	1%	0	0%	-1%	-8%	-9%
CC(=O)c1sc(-c2ccccc2Cl)nc1C	3%	4%	19%	2%	2%	3%	-6	2%	1%	2%	-12%
COc1ccc(C(CC(=O)N2CCCC2)C(C)C)cc1 (configuration not stated)	-15%	-12%	5%	?	-10%	1%	5	20%	0%	1%	9%
CCOc1ccccc1Nc1nnc(C)c(=O)[nH]1	2%	10%	1%	0%	-14%	-5%	-4	-3%	0%	-3%	19%
C=CCC1C=C(Cc2ccccc2)CC(CC=C)N1 (configuration not stated)	-6%	12%	-3%	-1%	-4%	8%	-3	-1%	-2%	-4%	-26%
COc1ccc(NC(=O)/C(C#N)=C\c2cc(OC)c(OCc3ccc(C(=O)O)cc3)cc2Br)cc1	?	7%	7%	?	-2%	-1%	-23	2%	-7%	-1%	-29%
CCC1CCc2sc(C(=O)N3CCCN(C)CC3)cc2C1 (configuration not stated)	?	5%	-10%	4%	-4%	-4%	0	-6%	5%	1%	-31%
CCOC(=O)C1CCN(C(=O)Cn2cc(C(=O)c3ccco3)c3ccccc32)CC1	.	.	0%	.	-3%	-7%	.	.	3%	.	-11%
COc1ccccc1NC(=O)COC(=O)Cn1cnc2c1c(=O)n(C)c(=O)n2C	8%	3%	.	2%	-2%	-3%	36	7%	5%	-1%	-1%
COc1cc(CCCN2C(=O)C(=O)NC[C@@H]2c2ccccc2)cc(OC)c1OC	7%	-5%	-4%	-1%	-4%	-3%	6	41%	-3%	-2%	-12%
O=C(COC(=O)c1ccc(Br)cc1)NCc1ccccc1	3%	5%	0%	-7%	3%	4%[46.1 µM]	8	1%	2%	1%	-10%
CC1(C)CC(=O)c2ccc(OCc3ccc([N+](=O)[O-])cc3)cc2O1	?	4%	-3%	-9%	-1%	4%	-5	-4%	-2%	1%	-2%
COc1ccc(CNC(=O)c2noc3c2CCCC3)cc1	?	-19%	3%	-3%	-3%	1%	4	1%	0%	0%	-22%
O=C(CSc1nc(=O)n2cc(Cl)ccc2n1)Nc1cccc2ccccc12	1%	7%	4%	?	0%	0%	35	18%	-5%	-19%	-23%
COc1ccc(S(=O)(=O)N2CC(C(=O)O)Oc3ccc(CC(=O)O)cc32)cc1 (configuration not stated)	-5%	-34%	3%	1%	-4%	1%	4	1%	2%	1%	-17%
O=C(Nc1ccncc1)c1ccc(Cl)c(Cl)c1	-8%	10%	1%	?	-3%	5%	-3	6%	1%	-27%	0%
COc1ccc(C(=O)n2nc(-c3ccco3)nc2N)cc1	18%	3%	1%	?	-6%	2%[46.1 µM]	22	10%	0%	2%	21%

Compound activity: PubChem BioAssay, National Center for Advancing Translational Sciences (NCATS)
